Screening results deposited in PubChem by The Scripps Research Institute Molecular Screening Center.
TAAR1 antag: human TAAR1 antagonism. Q96RJ0. CHO RD-HGA16 TAAR1, Fluo-8 calcium fluorescence, antagonist. inhibition, % at 3 µM. 1.5% of 360,000 active. AID 624466;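 active = inhibition above a per-plate cutoff, the mean inhibition of test compounds on that plate plus 3 SD, cut at about 49% in these data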;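 also: 0% = DMSO plus EC80 beta-PEA response and 100% = DMSO alone without agonist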
Target sequence (Q96RJ0 whole entry, looked up): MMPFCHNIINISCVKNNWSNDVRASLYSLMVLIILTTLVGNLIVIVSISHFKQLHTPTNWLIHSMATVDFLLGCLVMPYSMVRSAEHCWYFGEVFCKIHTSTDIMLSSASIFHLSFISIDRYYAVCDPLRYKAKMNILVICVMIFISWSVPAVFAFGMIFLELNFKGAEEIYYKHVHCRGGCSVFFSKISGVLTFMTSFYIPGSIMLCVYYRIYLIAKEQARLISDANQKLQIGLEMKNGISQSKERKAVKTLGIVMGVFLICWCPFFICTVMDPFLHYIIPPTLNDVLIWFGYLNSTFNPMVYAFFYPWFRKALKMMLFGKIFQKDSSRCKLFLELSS
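Material: CHO RD-HGA16 cells bearing hTAAR1; compound dosing: one-point dosing, 3 µM nominal final; schedule: dye loading 75 min at 37 °C, then 30 min room temperature; measured by: calcium fluorescence with Fluo-8; control set: vehicle and agonist controls; replication: n of 1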
OXTR agonist: activates the human oxytocin receptor | P30559 | activation, % at 3 µM | 0.32% of 320,000 active | CHO-OTR cells, Fluo-8 calcium fluorescence; normalized: DMSO 0%, oxytocin 100%;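 active = activation above the mean of all tested compounds plus 3 SD, cutoff set per screening run, cut at about 20% in these data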;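 also: peak over basal fluorescence ratio from a 100 s FLIPR kinetic read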
Target sequence (P30559 whole entry, looked up): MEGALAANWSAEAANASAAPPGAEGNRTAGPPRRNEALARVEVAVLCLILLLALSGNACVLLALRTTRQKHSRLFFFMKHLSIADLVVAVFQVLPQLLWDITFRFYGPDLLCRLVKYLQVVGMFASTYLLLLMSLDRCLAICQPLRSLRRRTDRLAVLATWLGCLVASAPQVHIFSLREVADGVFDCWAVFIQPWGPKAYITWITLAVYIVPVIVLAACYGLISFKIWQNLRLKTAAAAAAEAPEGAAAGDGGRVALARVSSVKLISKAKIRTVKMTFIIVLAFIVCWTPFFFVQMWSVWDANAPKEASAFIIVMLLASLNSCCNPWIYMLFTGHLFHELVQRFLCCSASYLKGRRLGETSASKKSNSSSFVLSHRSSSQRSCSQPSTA
CHO parental Ca: counter-screen: ATP calcium response change in parental CHO cells. parental CHO-K1, ATP-induced calcium, Fluo-8 fluorescence. inhibition, % at 5.6 µM. 0.63% of 330,000 active. AID 463079;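 active = inhibition above that plate's mean sample inhibition plus 3 SD, cut at about 26% in these data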;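 also: 0% = ATP-challenged DMSO wells and 100% = DMSO wells without ATP; some compounds past the cut are filed as inactive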
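Test system: untransfected parental CHO cell line; also added: ATP stimulus; dosing: 5.6 µM, single dose; signal: calcium-sensitive Fluo-8 fluorescence; measure: percent inhibition of ATP-evoked calcium rise, normalized to controls; benchmarks: low control ATP plus DMSO, high control DMSO only; replication: one well per compound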
CHO-K1 Ca antag: counter-screen for M1 antagonists: effect in parental CHO-K1 cells; 0.6% of 360,000 active; ATP-induced calcium, Fluo-8 fluorescence; inhibition, % at 3 µM;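 active = inhibition above a per-plate cutoff, the plate's mean sample inhibition plus 3 SD, cut at about 24% in these data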;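 also: 0% = DMSO plus EC80 ATP and 100% = DMSO alone without ATP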
V1R ag counter: counter-screen for oxytocin receptor agonists: human V1a receptor agonists. AID 2797. activation, % at 3 µM. P37288. 0.25% of 320,000 active. CHO-V1R cells, Fluo-8 calcium fluorescence, agonist mode; 0% DMSO, 100% 3 nM vasopressin;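 active = activation above the mean activation of all tested compounds plus 3 SD, per screening run, cut at about 20% in these data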;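 also: signal is peak over basal fluorescence ratio across a 100 second FLIPR read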
CHO-K1 Ca ag: M1 agonist counterscreen hit in parental CHO-K1 cells | activation, % at 3 µM | 0.48% of 360,000 active | Fluo-8 calcium fluorescence; scaled to maximal ATP response, vehicle zero | AID 602248; in the data active = activation above about 15%;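 also: untransfected CHO-K1 host cells lacking M1 receptor as counterscreen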
M1 PAM parental: M1 PAM counterscreen hit in parental CHO-K1 cells; ATP EC20, Fluo-8 calcium fluorescence; 0% at ATP EC20, 100% at ATP max; activation, % at 3 µM; 0.02% of 360,000 active; AID 602247;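 active = activation above the run cutoff, the mean activation of all test compounds plus 3 SD, cut at about 40% in these data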;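 also: peak over basal fluorescence ratio in a 140 s read after ATP addition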
OXTR potentiate: human OXTR potentiation; 0.061% of 320,000 active; P30559; CHO-OTR cells, Fluo-8 calcium fluorescence, potentiator mode; 0% = oxytocin EC15, 100% = EC100; activation, % at 3 µM;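 active = activation above that plate's cutoff, the mean activation of tested compounds plus 3 SD, cut at about 6.6% in these data, passing the limit was not always enough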;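 also: 100% uses oxytocin at 75 nM as the full agonist control; some results filed as inactive read as strong as hits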
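System: human OTR in CHO cells; Also added: sub-maximal oxytocin, roughly EC15; Timing: compound 6 min at room temperature before oxytocin, 100 s read; Technique: Fluo-8 intracellular calcium fluorescence, ex 470-495, em 515-575 nm; Controls: oxytocin EC15 low and EC100 high; Replication: singlicate.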
GPR7 antag: antagonists of human GPR7 (neuropeptides B/W receptor 1); P48145; GPR7-expressing cells, fluorescence antagonist assay; 1.1% of 290,000 active; inhibition, % at 4.4 µM; in the data active = inhibition above about 16%, passing the limit was not always enough;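 also: cells stimulated with the agonist NPW; 0% = agonist with vehicle and 100% = vehicle without agonist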
Target sequence (P48145 whole entry, looked up): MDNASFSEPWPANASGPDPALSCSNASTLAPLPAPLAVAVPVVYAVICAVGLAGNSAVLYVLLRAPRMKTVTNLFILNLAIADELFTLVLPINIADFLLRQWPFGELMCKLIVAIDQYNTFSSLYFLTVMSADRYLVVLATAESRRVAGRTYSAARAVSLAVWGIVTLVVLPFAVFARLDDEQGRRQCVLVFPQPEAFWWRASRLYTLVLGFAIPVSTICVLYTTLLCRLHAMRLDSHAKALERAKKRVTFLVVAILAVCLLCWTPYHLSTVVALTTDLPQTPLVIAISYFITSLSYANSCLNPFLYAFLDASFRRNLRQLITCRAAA
* marks the source's active call; other numbers are inactive results; x = not tested or not shown.

SMILES | TAAR1 antag | OXTR agonist | CHO parental Ca | CHO-K1 Ca antag | V1R ag counter | CHO-K1 Ca ag | M1 PAM parental | OXTR potentiate | GPR7 antag
CCc1ccc(C(=O)C(C)OC(=O)c2nc3nc(C)cc(C)n3n2)cc1 (stereo unspecified) | -7.6 | -0.4 | -1.7 | -1.1 | -0.8 | -0.3 | -15.3 | -13.3 | x
CCNC(=S)N1CCc2cc(OC)c(OC)cc2C1COc1ccccc1OC (stereo unspecified) | -0.9 | -0.9 | -17.6 | -6.2 | -0.5 | 1.5 | -8.5 | -1.9 | -4.0
O=c1c2ccccc2ncn1Cc1ccccc1 | -32.4 | -2.7 | -12.5 | -5.4 | 0.0 | 2.0 | 17.0 | 10.1 | -15.1
COc1ccc(NC(=O)c2cc(-c3cc(OC)c(OC)c(OC)c3)nc3ccccc23)cc1OC | 54.7* | 3.5 | 6.6 | -1.6 | 2.2 | 6.3 | -25.4 | -16.6 | 6.6
CCOC(=O)Cc1c(C)nc2c(-c3ccc(Cl)cc3)c(C)[nH]n2c1=O | 10.3 | -1.4 | -9.9 | -2.1 | -0.7 | 0.2 | 12.2 | -2.5 | -4.5
O=C1CN=C(Nc2ccccc2)N1Cc1cccs1 | -21.3 | -1.2 | -13.1 | -14.7 | -1.3 | 0.2 | 3.1 | -0.3 | 14.5
Cc1cccc(C)c1NS(=O)(=O)c1ccc(F)cc1 | -3.0 | -2.9 | -16.5 | -6.0 | -1.6 | -0.8 | 5.2 | -11.1 | -0.7
O=C(CCCCCCCCCCC(=O)NCc1cccnc1)NCc1cccnc1 | -18.1 | -0.3 | -4.7 | 1.5 | 4.2 | 1.4 | -0.8 | -3.5 | -19.6
COc1cccc(C(C#N)N2CCCCC2)c1O (stereo unspecified) | 2.8 | 0.3 | -13.5 | -8.3 | 0.3 | 2.7 | 24.1 | -1.7 | -9.3
COC(=O)CSC1=C(C#N)C(c2ccc(C)o2)CC(=O)N1 (stereo unspecified) | 16.7 | 0.6 | 11.9 | -3.4 | 0.0 | -0.5 | 4.9 | 1.8 | 10.0
COc1ccc(-c2ccc(C(=O)N3CCOCC3)c3occc23)c(C)c1 | 20.0 | x | x | -2.2 | x | 6.1 | -12.2 | x | x
O=C(Cn1c(-c2cncs2)nc2ccccc21)NC1CCCC1 | -22.4 | -0.8 | -5.0 | 3.1 | 0.5 | 1.7 | 11.7 | -12.9 | -5.2
COc1ccccc1NC(=O)C1CCN(S(=O)(=O)c2ccc3c(c2)NC(=O)CO3)CC1 | -16.6 | -0.6 | -15.0 | -6.0 | 0.7 | 0.6 | 4.2 | -2.1 | -2.3
O=C(Cc1ncc(C(F)(F)F)cc1Cl)N1CCN(c2ccc(F)cc2)CC1 | 1.8 | -1.4 | -12.8 | 6.8 | -0.6 | 0.3 | -2.7 | -3.4 | 3.2
O=C(Nc1ccc(-c2nc3cc(Cl)ccc3c(=O)o2)cc1)c1ccco1 | 3.8 | -0.6 | -4.5 | -6.1 | 0.3 | 0.1 | 2.0 | -10.7 | -6.5
C=C(C)Cc1c(C)nc(-c2ccccc2)[nH]c1=O | 4.4 | 2.0 | -9.2 | -3.0 | 0.7 | 0.1 | 8.0 | 6.5 | -9.6
COc1ccc(/C=C2\CCCC3C2=NC(=S)NC3c2ccc(OC)cc2)cc1 (stereo unspecified) | -10.6 | -0.8 | -22.6 | -12.7 | -0.5 | 0.3 | 26.8 | -2.8 | -4.6
O=C(NC1CCCC1)C(c1ccccc1)N(Cc1ccc(F)cc1)C(=O)c1csnn1 (stereo unspecified) | 14.3 | -0.7 | -29.8 | 6.4 | 0.3 | -0.6 | -8.7 | -2.7 | 4.8
FC(F)(F)C1=CC(c2ccccc2)=NCCN1 | 16.8 | 1.2 | 0.6 | -10.2 | 0.3 | 0.6 | 16.8 | -5.7 | 0.3
Cc1ccc(S(=O)(=O)N2CCC(C(=O)Nc3nnc(COc4ccccc4)s3)CC2)cc1 | -14.8 | x | x | -2.9 | x | -0.3 | -7.1 | x | 15.1
CCN(CC)C1CCN(C(=O)CCn2nnnc2CN2CCOCC2)C1 (stereo unspecified) | 7.2 | 0.2 | -0.3 | -0.1 | -0.7 | 0.3 | -15.5 | -10.7 | -5.2
O=S(=O)(NCc1ccco1)c1ccc(S(=O)(=O)N2CCCCC2)cc1 | x | 1.8 | -11.8 | -22.2 | 1.5 | 0.4 | 9.7 | -1.2 | 7.7
Nc1nc(CCl)nc(Nc2ccc3ccccc3c2)n1 | -41.3 | x | x | -13.9 | x | 0.8 | 23.7 | x | 3.0
COc1cccc(C2/C(=C(\O)c3ccc4c(c3)OCO4)C(=O)C(=O)N2CCN(C)C)c1OC (stereo unspecified) | 2.2 | -1.0 | -10.4 | 7.1 | 1.7 | -0.5 | -1.2 | -12.1 | -16.5
C=CCn1c(C)c(C(C)=O)c(N2CCCC2)nc1=S | 8.1 | 0.4 | -16.1 | 0.4 | 0.7 | -0.2 | 1.2 | 3.8 | -8.0
CCc1ccc(-c2nc(CSCC(=O)NCCCN3CCCC3=O)c(C)o2)cc1 | 20.0 | -1.6 | -7.4 | -8.1 | -0.3 | -0.4 | 3.6 | 5.6 | -12.5
COc1ccc(C(C)=O)cc1CSc1ccccn1 | -8.6 | -2.9 | -8.5 | -5.1 | 0.1 | 1.5 | 12.7 | 3.5 | 5.2
O=C(NC(Cc1ccccc1)C(=O)O)/C(=C\c1ccc(Cl)cc1)NC(=O)c1ccccc1 (stereo unspecified) | -6.5 | 0.5 | -6.2 | 5.9 | -0.1 | 0.0 | 7.5 | 1.9 | 2.2
CC(C)(C)C(=O)NC1CCN(CC(=O)Nc2ccc3c(c2)OCO3)CC1 | 1.2 | 0.3 | -3.0 | 0.7 | 1.2 | 0.8 | 9.2 | -0.9 | -18.6
CCO[C@@H]1OC(C(=O)O)=C[C@H](c2ccc3c(c2)OCO3)[C@H]1CCCO | 4.2 | 2.5 | -2.7 | -4.0 | 0.3 | 0.1 | 14.0 | -4.8 | -1.1
CCNC(=O)N1CCCC(C(=O)c2ccc(-c3ccccc3)cc2)C1 (stereo unspecified) | 10.8 | x | x | -5.0 | x | 4.8 | 6.2 | x | -7.9
CCc1nc2ccc(C(=O)Nc3ccc(C(=O)N(C)C)cc3)cn2c1N(C)CCCc1ccccc1 | -16.8 | x | x | -0.2 | x | 1.1 | 4.7 | x | x
Cc1cc(NC(=O)c2ccc(S(=O)(=O)N3CCCC3)cc2)nc2c1c(=O)oc1ccccc12 | -12.4 | x | x | -4.6 | x | 0.3 | -3.0 | x | -8.0
O=C1CC(C(=O)NCc2ccccc2)C2(CCCC2)O1 (stereo unspecified) | -29.4 | -0.2 | 6.1 | -12.2 | 0.3 | 0.6 | 16.3 | -4.8 | -10.3
COCCNC(=O)/C(C#N)=C/c1ccc(-c2ccc(S(=O)(=O)N3CCOCC3)cc2)o1 | 7.1 | 2.4 | -6.7 | 4.5 | 1.0 | 3.1 | 6.9 | -8.5 | -0.8
NNc1nc2ccccc2nc1C(F)(F)F | -2.2 | 0.1 | -18.9 | 1.6 | 0.4 | 0.9 | 12.2 | -6.1 | -13.1
Cc1ccc(CSc2nnc(NC(=O)C3=COCCO3)s2)cc1 | 3.7 | 4.9 | -15.2 | -3.1 | 2.8 | 0.3 | -0.3 | -8.7 | x
Cn1nc(C(F)(F)F)cc1C(=O)Nc1ccc(Cl)cc1 | -22.4 | 0.7 | -3.4 | -3.8 | 3.8 | 0.7 | 6.8 | -9.7 | -23.4
CC1(C(=O)NS(=O)(=O)c2ccc(C#N)cc2)CCN1C(=O)Cc1ccsc1 (stereo unspecified) | -3.0 | x | x | 0.7 | x | -0.4 | 9.4 | x | x
Cc1cccc(OCC(=O)O/N=C(\N)Cc2cccs2)c1 | 6.7 | -1.6 | -10.2 | 1.9 | -1.2 | -0.8 | 5.3 | -0.1 | 1.7
COc1ccccc1NC(=O)CSCc1cc(=O)n2ccsc2n1 | -16.1 | -0.4 | -10.9 | -10.6 | 5.0 | 0.2 | 3.2 | -4.7 | -3.5
COc1ccc(CC(=O)NCC(c2ccc(OC)cc2)N(C)C)cc1 (stereo unspecified) | -19.3 | -0.5 | -13.5 | -2.6 | -0.3 | 0.3 | 1.4 | -6.2 | -7.6
O=C(NC1CCCCC1)C1CCCN1S(=O)(=O)c1ccc(F)cc1 (stereo unspecified) | 9.4 | 2.2 | -0.9 | -10.2 | -0.2 | 0.5 | 10.8 | -5.0 | 5.9
CN1CCN(C(=O)CN2C(=O)NC(C)(c3ccc4ccccc4c3)C2=O)CC1 (stereo unspecified) | 3.2 | 0.5 | -7.2 | -4.0 | -0.2 | 0.3 | -1.8 | -4.0 | x
O=C(NCCc1cccs1)C1CC(c2c(Cl)cccc2Cl)=NO1 (stereo unspecified) | 13.1 | 1.1 | -13.2 | -2.5 | 0.7 | 0.0 | 7.3 | -5.4 | -1.3
CN(C)C(=O)C12CCC(C)(c3nc4ccccc4nc31)C2(C)C (stereo unspecified) | 13.7 | -1.1 | -9.5 | -7.7 | 0.5 | -0.5 | 10.1 | -3.9 | -5.8
O=C(OCc1nnc(-c2ccccc2)o1)c1cc(=O)c2ccccc2o1 | 4.0 | 0.7 | -9.3 | -4.7 | 0.1 | -0.2 | 14.8 | -4.4 | -2.7
Cc1ccc2[nH]c(O)c(N=NC(N)=S)c2c1 | -16.5 | -1.5 | 1.1 | -7.9 | -0.4 | 0.7 | 5.5 | 0.8 | 7.0
O=C(COc1ccc(F)c(Cl)c1)NC(=O)NC1CCCC1 | -3.9 | x | x | -11.0 | x | 0.5 | 10.2 | x | x
CCCCCCNS(=O)(=O)c1nc2nc(C)cc(C)n2n1 | -26.9 | -1.8 | -7.4 | 13.2 | -0.1 | 0.2 | -7.2 | -0.9 | 0.3
New compounds follow.
SMILES | TAAR1 antag | OXTR agonist | CHO parental Ca | CHO-K1 Ca antag | V1R ag counter | CHO-K1 Ca ag | M1 PAM parental | OXTR potentiate | GPR7 antag
COc1cc2c(cc1OC)CN(C(=O)c1ccc(OC)c([N+](=O)[O-])c1)CC2 | -8.9 | -1.5 | -21.8 | -6.8 | -0.5 | 3.3 | 11.8 | -2.9 | -15.1
O=C(NCc1ccc(F)cc1F)[C@@H]1CCCN1C(=O)[C@@H]1CCCN1C(=O)c1ccc(Cl)cc1 | -11.8 | x | x | 0.3 | x | -0.6 | 7.1 | x | x
Cn1c(N)c(C(=O)COC(=O)COc2ccc(Cl)cc2Cl)c(=O)n(C)c1=O | -3.8 | 6.0 | -10.2 | -14.3 | 8.2 | 1.2 | 19.6 | -10.1 | x
Cc1ccc(S(=O)(=O)N(C)C)cc1NC(=O)CSc1nnnn1-c1ccc(O)cc1 | -20.2 | 2.7 | -16.5 | 1.5 | 2.7 | 2.5 | 9.2 | -3.0 | 0.7
Cc1cccc(N2N=C(C(=O)N3CC(=O)Nc4ccccc43)CCC2=O)c1 | -0.6 | 0.1 | -13.6 | -17.0 | 0.4 | 0.7 | 12.1 | -13.0 | 11.7
